hIAP act – increases human intestinal alkaline phosphatase activity; P09923; purified human IAP, CDP-Star luminescence, 30 min; hits give high values; 1 = vehicle-only enzyme, 0 = enzyme-free background; activation factor at 10 µM; 330,000 tested, 0.16% active; AID 2524;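 active = activation factor of the enzyme at least 2-fold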; note: the source names both 10 and 20 µM as test concentration; values of inactives mirror those of a sister screen read the other way
mIAP activ – mouse IAP activation | muIAP, CDP-Star luminescence, 30 min; hits give high values; 1 = vehicle-only enzyme signal, 0 = enzyme-free wells | activation factor at 10 µM | 330,000 tested, 0.24% active | AID 2805;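 active = activation factor of at least 2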; note: the source names both 10 and 20 µM as test concentration; values of inactives mirror those of a sister screen read the other way
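Assay system: mouse IAP enzyme / Compound: DMSO-dissolved test compounds / Timing: 30 min, room temperature / Measured by: luminescence from enzymatic CDP-Star hydrolysis / Control set: DMSO-only wells, enzyme-free buffer wells as negative control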
A3A deaminase – human APOBEC3A DNA deaminase inhibition | P31941 | recombinant A3A, FAM/TAMRA ssDNA deamination fluorescence | inhibition, % at 20 µM | 330,000 tested, 0.41% active | AID 493011;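 active = at least 40% inhibition at 20 µM here, with at most 30% in a related deaminase screen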;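 note: plate controls were A3A with DMSO for no effect and wells lacking A3A enzyme for full effect; some results filed as inactive read as strong as hits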
Target sequence (P31941 whole entry, looked up): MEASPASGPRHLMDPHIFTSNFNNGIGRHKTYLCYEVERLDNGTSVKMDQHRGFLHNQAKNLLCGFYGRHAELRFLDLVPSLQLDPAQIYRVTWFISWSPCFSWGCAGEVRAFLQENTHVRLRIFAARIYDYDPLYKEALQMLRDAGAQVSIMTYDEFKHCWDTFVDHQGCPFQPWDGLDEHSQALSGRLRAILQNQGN
HKDC1 inh – blocks human hexokinase HKDC1 activity. Q2TB90. recombinant HKDC1, G6PDH/diaphorase resazurin coupled fluorescence. inhibition, % at 20 µM. 340,000 tested, 0.16% active. AID 493160;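 active = inhibition above about 35% when tested at 20 µM, limit read from the data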;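 note: plate controls were DMSO wells with enzyme for no effect and DMSO wells lacking enzyme for full effect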
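System: Recombinant HKDC1 hexokinase | Amount: HKDC1 at 5 µg/mL | Reagent: Glucose with 1 mM ATP | Doses: Single 20 µM dose | Incubation: Reaction time 90 min, room temperature, protected from light | Signal: Coupled resazurin fluorescence, excitation 525 nm, emission 613 nm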
PfG6PD inh – PfG6PD (Plasmodium falciparum) enzyme inhibition; PfGluPho enzyme, NADPH resazurin-diaphorase fluorescence; inhibition, % at 20 µM; 350,000 tested, 0.78% active;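 active = inhibition reaching at least a set limit at 20 µM in the primary screen, cut at about 59% in these data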;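 note: 0% = DMSO wells with substrate and 100% = DMSO wells lacking glucose-6-phosphate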
hIAP inh – blocks human intestinal alkaline phosphatase | P09923 | purified IAP, CDP-Star luminescence, 30 min | inhibition, % at 10 µM | 330,000 tested, 0.12% active | AID 2544;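 active = inhibition reaching a set limit with compound at 10 µM in the primary screen, cut at about 35% in these data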;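 note: plate controls were DMSO wells with enzyme for no effect and no-enzyme buffer wells for full effect; values of inactives mirror those of a sister screen read the other way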
mIAP block – mouse IAP inhibition; purified mouse IAP, CDP-Star luminescence, 30 min; inhibition, % at 10 µM; 330,000 tested, 0.2% active;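 active = inhibition of at least 40% at 10 µM in the primary screen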;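 note: plate controls were DMSO with enzyme for no effect and no enzyme wells for full effect; values of inactives mirror those of a sister screen read the other way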
ATG4B inhibitor – inhibitors of human ATG4B cysteine protease. inhibition, % at 8.33 µM. AID 504462. Q9Y4P1. ATG4B cleavage of LC3-PLA2, NBD-HPC fluorescence, 1 h. 340,000 tested, 0.51% active; in the data active = inhibition above about 40%
Target sequence (Q9Y4P1 whole entry, looked up): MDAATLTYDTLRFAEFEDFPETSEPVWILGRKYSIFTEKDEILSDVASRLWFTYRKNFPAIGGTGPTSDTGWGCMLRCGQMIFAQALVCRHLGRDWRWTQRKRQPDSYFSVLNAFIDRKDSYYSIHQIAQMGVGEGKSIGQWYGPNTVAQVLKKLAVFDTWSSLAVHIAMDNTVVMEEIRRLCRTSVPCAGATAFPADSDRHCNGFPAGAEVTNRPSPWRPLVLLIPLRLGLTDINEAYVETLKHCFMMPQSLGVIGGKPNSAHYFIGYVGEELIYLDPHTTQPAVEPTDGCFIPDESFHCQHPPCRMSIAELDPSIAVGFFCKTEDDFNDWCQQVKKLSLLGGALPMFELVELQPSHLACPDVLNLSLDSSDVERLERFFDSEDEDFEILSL
Numbers without * were called inactive.

`COc1cc(OC)c(OC)cc1/C=C1/Cc2ccccc2C1=O` gave hIAP act 1.24, mIAP activ 1.02, A3A deaminase -4.3, HKDC1 inh 2.0, PfG6PD inh -10.8, hIAP inh -24.0, mIAP block -1.6 and ATG4B inhibitor -2.8.
`CCCn1nnnc1NCc1ccc(C(C)C)cc1` gave hIAP act 0.879, mIAP activ 1.08, A3A deaminase -2.7, HKDC1 inh 7.4, PfG6PD inh -13.5, hIAP inh 12.1, mIAP block -7.6 and ATG4B inhibitor 6.8.
`Cc1ccc(NC(=S)NC(=O)Cc2ccccc2)c(O)c1` gave hIAP act 1.31, mIAP activ 0.901, A3A deaminase -1.6, HKDC1 inh -4.5, PfG6PD inh -0.3, hIAP inh -30.7, mIAP block 9.9 and ATG4B inhibitor 2.8.
For COc1ccc(C(=O)Nc2ccc(N3CCOCC3)cc2)cc1S(=O)(=O)N1CCOCC1 the results were hIAP act 0.908, mIAP activ 1.02, A3A deaminase -1.7, HKDC1 inh -1.7, PfG6PD inh 2.5, hIAP inh 9.2, mIAP block -1.7 and ATG4B inhibitor 4.7.
COc1cccc(CN(C)C(=O)C23CC4CC(CC(NC(C)=O)(C4)C2)C3)c1OC was read as hIAP act 0.921, mIAP activ 0.949, A3A deaminase -3.8, HKDC1 inh 1.9, PfG6PD inh -7.1, hIAP inh 7.9, mIAP block 5.1 and ATG4B inhibitor 3.1.
COc1cc(C(=O)OCc2cccc(S(=O)(=O)N3CCOCC3)c2)ccc1OCC(C)C was read as hIAP act 1.1, mIAP activ 0.932, A3A deaminase 0.0, HKDC1 inh -0.7, PfG6PD inh 3.6, hIAP inh -10.1, mIAP block 6.8 and ATG4B inhibitor 6.5.
For Cc1ccc(C(=O)Oc2ccccc2C(=O)N2CCOCC2)cc1 the results were hIAP act 0.934, mIAP activ 1.03, A3A deaminase 1.4, HKDC1 inh 4.8, PfG6PD inh -15.0, hIAP inh 6.6, mIAP block -3.2 and ATG4B inhibitor 3.0.
For CC(C)(C)c1ccccc1OCC(=O)NCCCn1ccnc1 the results were hIAP act 1.15, mIAP activ 1.01, A3A deaminase -1.5, HKDC1 inh -4.8, PfG6PD inh 30.5, hIAP inh -15.2, mIAP block -0.9 and ATG4B inhibitor -4.0.
`CN(C)c1ccnc(N(Cc2ccccc2)Cc2ccccc2)c1C#N` gave hIAP act 0.951, mIAP activ 0.927, A3A deaminase -4.0, HKDC1 inh -3.6, PfG6PD inh 16.0, hIAP inh 4.9, mIAP block 7.3 and ATG4B inhibitor -2.9.
`CCN(C(=O)COC(=O)c1cccn1C)C1CCS(=O)(=O)C1` (stereo not given) gave hIAP act 0.947, mIAP activ 1.05, A3A deaminase -1.7, HKDC1 inh -2.0, PfG6PD inh 10.2, hIAP inh 5.3, mIAP block -5.5 and ATG4B inhibitor -1.9.
`CCC(=O)c1c(NC(CC)CO)cc(C)oc1=O` (stereo not given) gave hIAP act 0.986, mIAP activ 0.88, A3A deaminase 4.8, HKDC1 inh -0.1, PfG6PD inh -0.3, hIAP inh 1.4, mIAP block 12.0 and ATG4B inhibitor 0.0.
O=C(CSc1ncnc2c1oc1ccccc12)NC1CCCCC1 was read as hIAP act 0.833, mIAP activ 1.06, A3A deaminase 2.0, HKDC1 inh -4.5, PfG6PD inh 11.4, hIAP inh 16.7, mIAP block -6.3 and ATG4B inhibitor 0.1.
`COc1ccccc1C(=O)Nc1ccc(C(=O)/C=C/c2cccs2)cc1` gave hIAP act 1.05, mIAP activ 0.936, A3A deaminase -2.0, HKDC1 inh 5.7, PfG6PD inh 18.9, hIAP inh -4.7, mIAP block 6.4 and ATG4B inhibitor 9.7.
For COc1cc(C#CC#CCN2CCCCC2)ccc1O the results were hIAP act 0.836, mIAP activ 0.984, A3A deaminase 1.1, HKDC1 inh -7.5, PfG6PD inh 12.0, hIAP inh 16.4, mIAP block 1.6 and ATG4B inhibitor -6.9.
`COc1cccc(C2CC(c3ccc(Cl)cc3)Nc3nc(N)nn32)c1` (stereo not given) gave hIAP act 0.813, mIAP activ 0.955, A3A deaminase -3.4, HKDC1 inh -5.6, PfG6PD inh 6.7, hIAP inh 18.7, mIAP block 4.5 and ATG4B inhibitor 0.4.
For CCc1ccccc1NC(=O)C1NC(=O)CC1c1ccccc1 (stereo not given) the results were hIAP act 0.978, mIAP activ 0.938, A3A deaminase -2.9, HKDC1 inh 0.2, PfG6PD inh 19.2, hIAP inh 2.2, mIAP block 6.2 and ATG4B inhibitor -2.8.
Cc1nnsc1-c1nc2ccccc2[nH]1 was read as hIAP act 1.06, mIAP activ 1.05, A3A deaminase -4.2, HKDC1 inh -2.1, PfG6PD inh 3.1, hIAP inh -6.3, mIAP block -5.5 and ATG4B inhibitor -12.7.
For COc1ccc(-c2nnc(SCC(=O)N3CCC(Cc4ccccc4)CC3)o2)cc1OC the results were hIAP act 1.15, mIAP activ 0.933, A3A deaminase -3.8, HKDC1 inh 1.1, PfG6PD inh 1.6, hIAP inh -15.2, mIAP block 6.7 and ATG4B inhibitor -9.5.
CN(C(=O)c1cc2c(=O)n3ccccc3nc2n1C)C1CCCCC1 was read as hIAP act 0.91, mIAP activ 1.14, A3A deaminase -1.3, HKDC1 inh -8.7, PfG6PD inh -12.9, hIAP inh 9.0, mIAP block -14.1 and ATG4B inhibitor 3.0.
CCOC(=O)c1ccc(NC(=O)Cn2nnc(-c3ccccc3F)n2)cc1 was read as hIAP act 0.964, mIAP activ 1.04, A3A deaminase 3.2, HKDC1 inh 12.4, PfG6PD inh 9.7, hIAP inh 3.6, mIAP block -3.7 and ATG4B inhibitor -9.2.
Screening CC(C(=O)N1CCc2ccccc21)N1CCN(c2ccccn2)CC1 (stereo not given) returned hIAP act 1.1, mIAP activ 1.04, A3A deaminase 0.5, HKDC1 inh -12.0, PfG6PD inh 10.2, hIAP inh -10.0, mIAP block -3.6 and ATG4B inhibitor 4.7.
Cc1nc(-c2coc3cc(O)c(C)cc3c2=O)cs1 was read as hIAP act 1.19, mIAP activ 0.98, A3A deaminase -1.5, HKDC1 inh 2.7, PfG6PD inh 42.4, hIAP inh -18.5, mIAP block 2.0 and ATG4B inhibitor -6.4.
Screening COC(=O)[C@H](C)NC(=O)Nc1ccc(OC(F)(F)F)cc1 returned hIAP act 1.06, mIAP activ 0.923, A3A deaminase 5.3, HKDC1 inh 8.4, PfG6PD inh -3.1, hIAP inh -6.5, mIAP block 7.7 and ATG4B inhibitor -7.5.
Screening Cc1ccc(CS(=O)(=O)Cc2ccc(C(=O)NCc3ccccn3)o2)cc1 returned hIAP act 1.09, mIAP activ 1.04, A3A deaminase -1.1, HKDC1 inh -1.5, PfG6PD inh -1.1, hIAP inh -9.0, mIAP block -3.8 and ATG4B inhibitor -8.9.

4 records drawn at random from the list so far, as already listed:
`COc1ccccc1C(=O)Nc1ccc(C(=O)/C=C/c2cccs2)cc1` gave hIAP act 1.05, mIAP activ 0.936, A3A deaminase -2.0, HKDC1 inh 5.7, PfG6PD inh 18.9, hIAP inh -4.7, mIAP block 6.4 and ATG4B inhibitor 9.7.
Screening CC(C(=O)N1CCc2ccccc21)N1CCN(c2ccccn2)CC1 (stereo not given) returned hIAP act 1.1, mIAP activ 1.04, A3A deaminase 0.5, HKDC1 inh -12.0, PfG6PD inh 10.2, hIAP inh -10.0, mIAP block -3.6 and ATG4B inhibitor 4.7.
Screening Cc1ccc(CS(=O)(=O)Cc2ccc(C(=O)NCc3ccccn3)o2)cc1 returned hIAP act 1.09, mIAP activ 1.04, A3A deaminase -1.1, HKDC1 inh -1.5, PfG6PD inh -1.1, hIAP inh -9.0, mIAP block -3.8 and ATG4B inhibitor -8.9.
For COc1cc(C#CC#CCN2CCCCC2)ccc1O the results were hIAP act 0.836, mIAP activ 0.984, A3A deaminase 1.1, HKDC1 inh -7.5, PfG6PD inh 12.0, hIAP inh 16.4, mIAP block 1.6 and ATG4B inhibitor -6.9.

Continuation:
For Cc1ccc(C)n1-c1ccc(C(=O)O)cc1 the results were hIAP act 1.06, mIAP activ 1.05, A3A deaminase 86.0, hIAP inh -5.8 and mIAP block -5.3.
Screening CCOC(=O)c1nn(-c2ccc(F)cc2)c(=O)cc1OCC(=O)N1CCN(c2ccccc2)CC1 returned hIAP act 1.02, mIAP activ 1.08, A3A deaminase 4.4, HKDC1 inh 5.6, PfG6PD inh -9.8, hIAP inh -2.1, mIAP block -8.1 and ATG4B inhibitor -8.1.
Screening CC1(C)Cc2cccc(Oc3cc(NN4CCCCC4)c([N+](=O)[O-])cc3[N+](=O)[O-])c2O1 returned hIAP act 0.927, mIAP activ 0.969, A3A deaminase -0.3, HKDC1 inh -1.9, PfG6PD inh 5.9, hIAP inh 7.3, mIAP block 3.1 and ATG4B inhibitor -1.2.
`CCOC(=O)Cn1c(CN2CCc3ccccc3C2)nc2c1c(=O)n(C)c(=O)n2C` gave hIAP act 1.02, mIAP activ 0.961, A3A deaminase 3.6, HKDC1 inh -2.3, PfG6PD inh 15.0, hIAP inh -2.1, mIAP block 3.9 and ATG4B inhibitor -7.5.
`NC(=O)c1ccsc1NC(=O)CS(=O)(=O)c1ccc(Cl)cc1` gave hIAP act 0.97, mIAP activ 0.979, A3A deaminase -2.2, HKDC1 inh 5.4, PfG6PD inh -18.9, hIAP inh 3.0, mIAP block 2.1 and ATG4B inhibitor 5.9.
Screening Cn1cccc1/C=N/NC(=O)c1ccncc1 returned hIAP act 0.984, mIAP activ 0.982, A3A deaminase -2.0, HKDC1 inh 4.3, PfG6PD inh 11.0, hIAP inh 1.6, mIAP block 1.8 and ATG4B inhibitor -0.8.
Screening COc1ccc(S(=O)(=O)NN(C)C)cc1N(C)S(=O)(=O)c1ccc(Cl)cc1 returned hIAP act 0.811, mIAP activ 0.962, A3A deaminase -3.6, HKDC1 inh -6.5, PfG6PD inh -14.6, hIAP inh 18.9, mIAP block 3.8 and ATG4B inhibitor -1.5.
`CCOc1ccccc1O[C@H](c1ccccc1)[C@H]1CNCCO1` gave hIAP act 0.997, mIAP activ 1.14, A3A deaminase -1.7, HKDC1 inh -4.0, PfG6PD inh -4.3, hIAP inh 0.3, mIAP block -14.4 and ATG4B inhibitor 4.5.
O=C(C1CCN(S(=O)(=O)c2cccc3cccnc23)CC1)N1CCCCC1 was read as hIAP act 1.13, mIAP activ 1.03, A3A deaminase -6.6, HKDC1 inh -4.2, PfG6PD inh 20.4, hIAP inh -12.6, mIAP block -3.0 and ATG4B inhibitor -2.7.
`O=C(O)Cn1cnc2sc3c(c2c1=O)CCCC3` gave hIAP act 1.08, mIAP activ 1.05, A3A deaminase 1.2, HKDC1 inh -3.0, PfG6PD inh -10.4, hIAP inh -8.4, mIAP block -4.6 and ATG4B inhibitor -9.3.
CC1CN(C(=O)CCc2cc(C(C)(C)C)c(O)c(C(C)(C)C)c2)CC(C)O1 (stereo not given) was read as hIAP act 1.08, mIAP activ 1.02, A3A deaminase -3.4, HKDC1 inh -1.8, PfG6PD inh 11.8, hIAP inh -8.4, mIAP block -2.1 and ATG4B inhibitor 2.5.
Screening COc1ccccc1N1CCN(C2CCN(C(=O)c3cc(OC)c(OC)c(OC)c3)CC2)CC1 returned hIAP act 1.01, mIAP activ 0.964, A3A deaminase 2.0, HKDC1 inh -3.0, PfG6PD inh 2.5, hIAP inh -0.6, mIAP block 3.6 and ATG4B inhibitor -12.2.
`COc1cc(OC)c2c(c1)OC(=O)CC2c1cc(OC)c(OC)c(OC)c1` (stereo not given) gave mIAP activ 0.958, A3A deaminase 6.0, HKDC1 inh 5.6, PfG6PD inh -5.3, mIAP block 4.2 and ATG4B inhibitor 4.4.
Screening O=C(NC(=S)NC1CCN(Cc2ccccc2)CC1)c1ccc(F)cc1 returned hIAP act 1.01, mIAP activ 0.988, A3A deaminase -8.7, HKDC1 inh 0.1, PfG6PD inh -1.3, hIAP inh -1.5, mIAP block 1.2 and ATG4B inhibitor -2.8.
